FLuc act counter – affects firefly luciferase, flagging false hits in luciferase stimulation screens; ATPlite luciferase biochemical, luminescence, 10 min; 0 = ATP-free wells, 1 = DMSO control; 200,000 tested, under 10 active; P08659; activation factor at 10 µM;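 active means luciferase activation factor, scaled between plate controls, of at least 2 with compound at 10 µM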
Target sequence (P08659 whole entry, looked up): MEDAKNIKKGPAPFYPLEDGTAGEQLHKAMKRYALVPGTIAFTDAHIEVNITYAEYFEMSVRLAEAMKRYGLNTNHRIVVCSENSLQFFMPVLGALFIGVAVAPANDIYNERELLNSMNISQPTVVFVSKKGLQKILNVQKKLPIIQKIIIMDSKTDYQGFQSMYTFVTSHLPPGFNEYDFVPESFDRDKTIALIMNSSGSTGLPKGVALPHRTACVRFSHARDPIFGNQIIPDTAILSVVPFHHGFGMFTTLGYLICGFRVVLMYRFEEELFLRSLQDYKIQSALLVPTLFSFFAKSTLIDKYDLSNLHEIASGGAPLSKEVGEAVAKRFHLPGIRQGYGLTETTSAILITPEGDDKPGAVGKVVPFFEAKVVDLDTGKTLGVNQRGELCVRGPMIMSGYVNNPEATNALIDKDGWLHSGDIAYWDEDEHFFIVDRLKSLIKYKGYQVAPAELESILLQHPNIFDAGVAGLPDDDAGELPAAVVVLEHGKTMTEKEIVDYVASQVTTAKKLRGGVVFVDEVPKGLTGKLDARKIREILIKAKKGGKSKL
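Assay system: Luciferase/luciferin detection reagent, cell-free biochemical luciferase assay / Also added: ATP substrate / Schedule: 10 min at ambient temperature / Measured by: luminescence measurement of luciferase light output / Benchmarks: low control with PBS replacing ATP, high control enzyme plus ATP without compound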
TNAP act hiacc – increases human TNAP activity under high phosphate acceptor concentration. P05186. purified TNAP, CDP-star luminescence, 1 M DEA, 30 min; hits give high values; 0 = EDTA background, 1 = DMSO-only activity. activation factor at 20 µM. 200,000 tested, under 10 active. AID 1136;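 active means activation factor at least 2 at 20 µM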
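Assay system: human TNAP; Input: enzyme diluted 1/800 final; Reagent: CDP-star luminogenic substrate at 100 µM final; Timing: 30 min, room temperature; Signal: luminescence; Evaluation: TNAP activation factor scaled between EDTA and DMSO control wells.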
RAM network inh – yeast RAM network inhibition; S. cerevisiae dse1pr::URA3 reporter, 5-FOA growth OD615, 2 d; analog-sensitive cbk1-as2 kinase mutant strain; inhibition, % at 50 µM; actives 1.8% (n = 190,000);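 active means inhibition above a set limit, 3 SD over mean compound inhibition, cut at about 8.4% in these data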;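 further: 0% = DMSO-only wells with no growth and 100% = 10 µM 1-NA-PP1 full growth; inhibition rescues growth on 5-FOA so higher OD means more RAM inhibition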
APP transl inh – APP translation inhibition; inhibition, % at 2 µM; SH-SY5Y APP 5'UTR-luciferase reporter, luminescence; actives 0.82% (n = 190,000);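 active means inhibition above a set limit, derived from the sample mean plus 3 SD, cut at about 45% in these data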; further: values of inactives mirror those of a sister screen read the other way
TNAP inh no acc – TNAP (human) inhibition, acceptor-free conditions; P05186; purified TNAP, CDP-star luminescence, 30 min; inhibition, % at 20 µM; actives 0.26% (n = 200,000);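 active means tissue-nonspecific alkaline phosphatase inhibition above about 50% at 20 µM in the single-dose screen, limit read from the data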;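 further: 0% = DMSO negative control and 100% = EDTA positive control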
TNAP inh hi DEA – TNAP (human) inhibition, high acceptor. inhibition, % at 20 µM. purified TNAP, CDP-star luminescence, 1 M DEA. actives 0.03% (n = 200,000);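 active means over 50% inhibition of tissue-nonspecific alkaline phosphatase at 20 µM in the single-dose screen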;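 further: plate controls were DMSO wells for no effect and EDTA-quenched wells as full inhibition for full effect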
bIAP inh – intestinal alkaline phosphatase (bovine) inhibition; purified bovine IAP, CDP-star luminescence, 30 min; inhibition, % at 20 µM; 190,000 tested, under 10 active; AID 1019;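 active means over 50% inhibition of intestinal alkaline phosphatase at 20 µM in the single-dose screen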
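System: purified bovine intestinal alkaline phosphatase (IAP) enzyme; Input: IAP diluted 1/65,000,000 in the well; Measured by: CDP-star luminescence signal; Compound dosing: 20 µM single dose; Incubation: 30 min reaction at room temperature.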
bIAP act – increases bovine intestinal alkaline phosphatase activity; activation factor at 20 µM; purified bovine IAP, CDP-star luminescence, 30 min; hits give high values; fold of DMSO-control signal, blank-subtracted; actives 0.17% (n = 200,000);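 active means activation factor of 2 or more at 20 µM, a signal rise over negative controls twice the positive control's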
FLuc inh counter – inhibits firefly luciferase, flagging false hits in luciferase inhibition screens. P08659. ATPLite firefly luciferase biochemical luminescence, 10 min. inhibition, % at 10 µM. actives 1.5% (n = 200,000). AID 1006;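 active means inhibition above about 50% when tested at 10 µM, limit read from the data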
Lmaj promast – inhibitors of Leishmania major promastigote growth | actives 9% (n = 200,000) | inhibition, % at 10 µM | Leishmania major promastigotes, resazurin fluorescence viability; in the data active means inhibition above about 50%;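 further: promastigotes grown with compound for 44 hours at 28 °C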
* marks the source's active call; other numbers are inactive results.

| cpd | SMILES | TNAP act hiacc | FLuc inh counter | RAM network inh | TNAP inh hi DEA | FLuc act counter |
| --- | --- | --- | --- | --- | --- | --- |
| 1 | Cc1cc(C)nc(Sc2c(F)c(F)c(C(F)(F)F)c(F)c2F)n1 | 1 | -3 | 0.0 | -2 | 1 |
| 2 | NC(=S)n1[nH]c(-c2ccc([N+](=O)[O-])cc2)c(N=Nc2ccc(O)cc2)c1=O | 0.7 | -3 | 1.9 | 29 | 1 |
| 3 | O=C(NC1=NCCS1)c1cc(-c2ccc(-c3ccccc3)cc2)nc2ccccc12 | 1 | 73* | 0.9 | -1 | 0.3 |
| 4 | CSc1nc2[nH]c3c(c2c2nncn12)CC(C)(C)OC3 | 1 | -3 | -0.3 | -3 | 1 |
| 5 | O=C(Nc1ccc(Cl)cc1)Nc1nnc(CSCc2ccc(Cl)cc2)s1 | 1 | -3 | 5.9 | 5 | 1 |
| 6 | CC(C)(C)n1nc2c(c1NC(=O)c1cc3ccccc3o1)CSC2 | 1.1 | -8 | -0.4 | -7 | 1.1 |
| 7 | CC(=O)NCCOc1ccc2oc3ccccc3c2c1 | 1.1 | 3 | 2.5 | -6 | 1 |
| 8 | COc1ccc(NC(=O)C2=C(C)Nc3nc(CCCO)nn3C2c2ccc(OC)c(OC)c2)cc1 (stereo not given) | 1 | -2 | 0.4 | 0 | 1 |
| 9 | O=C(Nc1ccccn1)C1COc2ccccc2O1 (stereo not given) | 1 | 6 | 0.7 | 2 | 0.9 |
| 10 | Fc1cccc(-n2c(-c3ccco3)nc3nc4ccccc4nc32)c1 | 1 | -8 | 6.5 | -3 | 1.1 |

| cpd | Lmaj promast | bIAP inh | bIAP act | TNAP inh no acc | APP transl inh |
| --- | --- | --- | --- | --- | --- |
| 1 | 1 | -2 | 1 | -7 | -14 |
| 2 | 97* | 32 | 0.7 | 8 | 21 |
| 3 | 10 | 12 | 0.9 | -12 | -67 |
| 4 | 2 | 4 | 1 | -11 | 11 |
| 5 | 13 | -22 | 1.2 | 14 | 8 |
| 6 | 1 | -7 | 1.1 | -13 | 0 |
| 7 | 2 | 10 | 0.9 | -11 | -17 |
| 8 | -5 | -20 | 1.2 | -1 | 0 |
| 9 | 0 | 5 | 1 | -6 | -35 |
| 10 | -1 | -1 | 1 | -1 | 5 |

New compounds follow.
| cpd | SMILES | TNAP act hiacc | FLuc inh counter | RAM network inh | TNAP inh hi DEA | FLuc act counter |
| --- | --- | --- | --- | --- | --- | --- |
| 11 | Cc1sc(NC(=O)c2oc3ccccc3c2C)c(C#N)c1C | 1 | -5 | 1.9 | -1 | 1 |
| 12 | COc1ccc(CCN2C(=O)c3ccncc3C2=O)cc1OC | 1 | 1 | 1.5 | -1 | 1 |
| 13 | Cc1ccccc1OCC(=O)Nn1c(COc2ccccc2)nc2ccccc2c1=O | 1.1 | 32 | -0.7 | -6 | 0.7 |
| 14 | CS(=O)(=O)N(CC(=O)Nc1cc(Cl)ccc1Cl)c1ccccc1 | 1 | -5 | 1.8 | -5 | 1 |
| 15 | CCOC(=O)Cn1nnc(-c2cc(OC)c(OC)c(OC)c2)n1 | 0.9 | 1 | 1.2 | 5 | 1 |
| 16 | C=CCn1c(SCC(=O)Nc2ccc(C)cc2C)nnc1-c1cccnc1 | 1 | -1 | 0.2 | 0 | 1 |
| 17 | Cc1cc2c(c(=O)n1Cc1ccc3c(c1)OCO3)C(c1cccnc1)C(C#N)=C(N)O2 (stereo not given) | 1.1 | -5 | 1.2 | -5 | 1.1 |
| 18 | O=c1c2ccccc2nc(/C=C/c2ccc3c(c2)OCO3)n1CCCO | 1.1 | 9 | 2.8 | -9 | 0.9 |
| 19 | COc1nnc(-c2ccc(N3CCOCC3)c(NC(C)=O)c2)c2ccccc12 | 1.1 | -6 | -0.5 | -7 | 1.1 |
| 20 | O=C(Cn1cnc2ccccc21)NCCCN1CCOCC1 | 1 | -1 | -0.4 | 0 | 1 |

| cpd | Lmaj promast | bIAP inh | bIAP act | TNAP inh no acc | APP transl inh |
| --- | --- | --- | --- | --- | --- |
| 11 | -7 | 7 | 0.9 | 7 | -15 |
| 12 | -6 | -5 | 1.1 | -8 | 6 |
| 13 | -5 | 6 | 0.9 | -3 | -21 |
| 14 | 4 | 7 | 0.9 | -8 | 12 |
| 15 | -2 | -16 | 1.2 | 2 | 38 |
| 16 | -2 | 8 | 0.9 | -18 | 11 |
| 17 | 20 | 8 | 0.9 | -13 | 7 |
| 18 | 13 | 1 | 1 | -15 | -16 |
| 19 | -1 | 7 | 0.9 | -14 | -11 |
| 20 | -6 | 4 | 1 | -2 | 12 |

11 of the compounds above, with one line to a screen.
10: Fc1cccc(-n2c(-c3ccco3)nc3nc4ccccc4nc32)c1
11: Cc1sc(NC(=O)c2oc3ccccc3c2C)c(C#N)c1C
12: COc1ccc(CCN2C(=O)c3ccncc3C2=O)cc1OC
13: Cc1ccccc1OCC(=O)Nn1c(COc2ccccc2)nc2ccccc2c1=O
14: CS(=O)(=O)N(CC(=O)Nc1cc(Cl)ccc1Cl)c1ccccc1
15: CCOC(=O)Cn1nnc(-c2cc(OC)c(OC)c(OC)c2)n1
16: C=CCn1c(SCC(=O)Nc2ccc(C)cc2C)nnc1-c1cccnc1
17: Cc1cc2c(c(=O)n1Cc1ccc3c(c1)OCO3)C(c1cccnc1)C(C#N)=C(N)O2 (stereo not given)
18: O=c1c2ccccc2nc(/C=C/c2ccc3c(c2)OCO3)n1CCCO
19: COc1nnc(-c2ccc(N3CCOCC3)c(NC(C)=O)c2)c2ccccc12
20: O=C(Cn1cnc2ccccc21)NCCCN1CCOCC1

assay / entry | 10 | 11 | 12 | 13 | 14 | 15 | 16 | 17 | 18 | 19 | 20
TNAP act hiacc | 1 | 1 | 1 | 1.1 | 1 | 0.9 | 1 | 1.1 | 1.1 | 1.1 | 1
FLuc inh counter | -8 | -5 | 1 | 32 | -5 | 1 | -1 | -5 | 9 | -6 | -1
RAM network inh | 6.5 | 1.9 | 1.5 | -0.7 | 1.8 | 1.2 | 0.2 | 1.2 | 2.8 | -0.5 | -0.4
TNAP inh hi DEA | -3 | -1 | -1 | -6 | -5 | 5 | 0 | -5 | -9 | -7 | 0
FLuc act counter | 1.1 | 1 | 1 | 0.7 | 1 | 1 | 1 | 1.1 | 0.9 | 1.1 | 1
Lmaj promast | -1 | -7 | -6 | -5 | 4 | -2 | -2 | 20 | 13 | -1 | -6
bIAP inh | -1 | 7 | -5 | 6 | 7 | -16 | 8 | 8 | 1 | 7 | 4
bIAP act | 1 | 0.9 | 1.1 | 0.9 | 0.9 | 1.2 | 0.9 | 0.9 | 1 | 0.9 | 1
TNAP inh no acc | -1 | 7 | -8 | -3 | -8 | 2 | -18 | -13 | -15 | -14 | -2
APP transl inh | 5 | -15 | 6 | -21 | 12 | 38 | 11 | 7 | -16 | -11 | 12

The results go on:
| cpd | SMILES | TNAP act hiacc | FLuc inh counter | RAM network inh | TNAP inh hi DEA | FLuc act counter |
| --- | --- | --- | --- | --- | --- | --- |
| 21 | COC(=O)c1ccc(CN2C(=O)NC3(CCCCC3C)C2=O)o1 (stereo not given) | 1 | -1 | -1.1 | 0 | 1 |
| 22 | CCS(=O)(=O)n1nc(-c2ccco2)nc1SC | 1.1 | -6 | -0.2 | -8 | 1.1 |
| 23 | CCOCCOC(=O)c1[nH]c2c(c1C)C(=O)CC(c1cccs1)C2 (stereo not given) | 1 | 0 | -0.4 | -3 | 1 |
| 24 | CCOC(=O)c1c(-c2ccccc2)oc2ccc(O)c(CN3CCOCC3)c12 | 1 | -2 | 1.2 | -5 | 1 |
| 25 | Cc1ccccc1C(=O)Nc1ccccc1N1CCCCC1 | 1 | -3 | 0.4 | -3 | 1 |

| cpd | Lmaj promast | bIAP inh | bIAP act | TNAP inh no acc | APP transl inh |
| --- | --- | --- | --- | --- | --- |
| 21 | -9 | 2 | 1 | -5 | -38 |
| 22 | -5 | 6 | 0.9 | 4 | 19 |
| 23 | 20 | 5 | 1 | 13 | 93* |
| 24 | 20 | 14 | 0.9 | -9 | -10 |
| 25 | 11 | 8 | 0.9 | -4 | -11 |

Screening results (PubChem)
